Compound activity as filed in PubChem BioAssay.
Cdc42 wt = modulators of GTP binding to wildtype Cdc42, primary screen, biochemical, multiplex bead flow cytometry, Bodipy-GTP; Cell division control protein 42 homolog (Homo sapiens), P60953; GST-Cdc42 beads; actives lie on both sides; percent activity (GTP binding), % at 10 µM; hit rate 0.2% among 190,000; AID 761, 2007;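 active = percent activity GTP binding at least 20 points away from the 100% baseline, either down as inhibitor or up as activator; inconclusive = compound flagged as likely green fluorescent from well-wide comparison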;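 also: median bead fluorescence of bound Bodipy-FL-GTP at 100 nM; 0% = excess unlabeled GTP control and 100% = no compound control; below 100% means less GTP binding so inhibitor and above means activator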
Target sequence (P60953 whole entry, looked up): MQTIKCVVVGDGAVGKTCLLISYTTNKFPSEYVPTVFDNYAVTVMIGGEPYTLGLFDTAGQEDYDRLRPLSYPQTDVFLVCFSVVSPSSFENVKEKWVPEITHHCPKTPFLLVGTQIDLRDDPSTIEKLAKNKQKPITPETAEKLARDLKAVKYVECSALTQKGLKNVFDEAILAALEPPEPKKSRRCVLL
ABCG2 inh = ABCG2 efflux pump inhibitors, primary screen, multiplex with ABCB1, IgMXP3 cells, flow cytometry | AID 1325, 2008 | JC-1 efflux | hit rate 0.1% among 190,000 | Broad substrate specificity ATP-binding cassette transporter ABCG2 (Homo sapiens), Q9UNQ0 | inhibition, % at 6.6 µM;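 active = inhibition above 80%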;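 also: 0% = DMSO and 100% = nicardipine control wells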
Target sequence (Q9UNQ0 whole entry, looked up): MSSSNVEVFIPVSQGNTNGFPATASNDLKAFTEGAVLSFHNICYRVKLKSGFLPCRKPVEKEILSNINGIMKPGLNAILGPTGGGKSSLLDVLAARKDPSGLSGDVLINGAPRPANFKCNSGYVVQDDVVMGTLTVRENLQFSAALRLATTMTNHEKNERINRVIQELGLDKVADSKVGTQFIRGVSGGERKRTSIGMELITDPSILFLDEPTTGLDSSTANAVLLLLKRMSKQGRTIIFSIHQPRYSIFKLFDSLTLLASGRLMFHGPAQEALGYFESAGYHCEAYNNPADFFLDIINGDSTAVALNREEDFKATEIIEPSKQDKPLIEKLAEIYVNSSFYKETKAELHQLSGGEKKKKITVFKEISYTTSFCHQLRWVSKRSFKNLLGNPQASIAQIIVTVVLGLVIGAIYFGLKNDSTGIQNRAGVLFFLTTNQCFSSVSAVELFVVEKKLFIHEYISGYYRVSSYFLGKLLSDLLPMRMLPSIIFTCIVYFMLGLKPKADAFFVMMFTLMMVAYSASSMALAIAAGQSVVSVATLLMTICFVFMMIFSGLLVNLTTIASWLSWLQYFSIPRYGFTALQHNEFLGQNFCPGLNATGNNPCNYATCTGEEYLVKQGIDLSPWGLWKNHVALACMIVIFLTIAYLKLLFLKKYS
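Test system: ABCG2 IgMXP3 and barcoded ABCB1 CCRF-Adr cell mix; Schedule: cells with compound and JC-1, 10 min at 25 °C, rotating, no wash; Technique: flow cytometry of retained JC-1 fluorescence; Measure: % inhibition of efflux relative to nicardipine and DMSO; Controls: nicardipine high and DMSO low controls.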
Pf gametocyte = late stage P. falciparum gametocyte viability inhibitors, primary screen, ATP luminescence, HTS. P. falciparum stage V gametocytes, 24 h. inhibition, % at 10.9 µM. hit rate 0.065% among 150,000. AID 743093, 2013;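 active = inhibition above the mean plus 3 SD of compounds within the control limits, set per campaign, cut at about 38% in these data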;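 also: 0% = DMSO wells and 100% = medium only without gametocytes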
Rab2A wt mod = modulators of GTP binding to Rab2A wildtype, primary screen, biochemical, dog, bead-based flow cytometry, multiplex. hit rate 0.19% among 190,000. GTP binding activity, % at 10 µM. GST-Rab2 wt beads, Bodipy-GTP binding;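 active = GTP binding activity at least 20 points away from 100%, either lowered or raised; inconclusive = signal likely due to the compound's own green fluorescence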;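 also: 0% = beads with excess unlabeled GTP and 100% = no-compound control corrected for plate trend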
Rac1 wt GTP bind = wildtype Rac1 GTP binding modulators, primary screen, biochemical, GST-Rac1 beads, flow cytometry, multiplex | AID 757, 2007 | Ras-related C3 botulinum toxin substrate 1 (Homo sapiens), P63000 | GTP binding activity (% of control), % at 10 µM | fluorescent GTP binding; actives lie on both sides; 0 = cold GTP competed, 100 = untreated | hit rate 0.27% among 190,000;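 active = GTP binding activity at least 20 points away from the 100% control level, either lower or higher; inconclusive = compound flagged as likely green fluorescent, judged across all proteins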
HRas wt GTP bind = modulators of GTP binding to HRas wildtype, primary screen, biochemical, bead-based flow cytometry, multiplex. GST-Ras wt beads, Bodipy-FL-GTP binding; actives lie on both sides. GTP binding activity, % at 10 µM. hit rate 0.14% among 190,000. AID 759, 2007;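 active = GTP binding activity at least 20% away from the 100% baseline, either lowered as inhibitor or raised as activator; inconclusive = flagged as likely green fluorescent, judged across all proteins in the well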;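 also: 0% = unlabeled GTP competition control and 100% = no-compound control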
Target sequence (P01112 whole entry, looked up): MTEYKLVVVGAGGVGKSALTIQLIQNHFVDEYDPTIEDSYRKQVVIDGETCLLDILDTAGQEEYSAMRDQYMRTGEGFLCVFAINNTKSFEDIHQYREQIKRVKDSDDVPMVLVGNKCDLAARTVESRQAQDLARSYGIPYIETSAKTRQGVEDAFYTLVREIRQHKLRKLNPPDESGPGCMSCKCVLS
GSH bead fluor = compound fluorescence on glutathione beads, profiling panel, artefact control, biophysical, 488/530 nm, flow cytometry; hit rate 0.25% among 190,000; GSH beads flow cytometry, compound fluorescence 488/530 nm; stronger effect = higher value; fluorescence (KMESF) at 10 µM; in the data active = fluorescence above about 89;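 also: glutathione beads carrying GST-tagged Bcl family fusion proteins plus one bare bead set; values are compound well signal with DMSO vehicle wells as background; inactives centre near 16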
ABCB1 inh = ABCB1 efflux pump inhibitors, primary screen, cell-based, multiplex, flow cytometry, ABCG2 counter-screen; inhibition, % at 6.6 µM; hit rate 0.067% among 190,000; CCRF-Adr cells, JC-1 efflux; in the data active = inhibition above about 40%;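 also: 0% = vehicle and 100% = reference inhibitor; higher value means more JC-1 retained so stronger ABCB1 efflux block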
Rab7 wt GTP bind = modulators of GTP binding to Rab7, primary screen, biochemical, wildtype, multiplex bead flow cytometry; GST-Rab7 beads, fluorescent GTP binding; actives lie on both sides; untreated = 100%, excess cold GTP = 0%; GTP binding activity (percent of control), % at 10 µM; hit rate 0.055% among 190,000;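 active = fluorescent GTP binding to Rab7 beads changed by at least 20 points from the 100% baseline, either direction, mostly lower; inconclusive = compound itself probably fluorescent, or too few beads counted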;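 also: median green fluorescence of bound Bodipy-FL-GTP per Rab7 bead population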
Rac1 act GTP bind = GTP binding modulators of activated mutant Rac1, primary screen, biochemical, bead-based flow cytometry, multiplex, fluorescent GTP | GST-Rac1 activated beads; actives lie on both sides; 100% means binding = to untreated wells | percent activity (GTP binding), % at 10 µM | hit rate 0.11% among 190,000 | AID 764, 2007;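 active = GTP binding at least 20 percentage points away from the 100% baseline, in either direction, so actives lie on both sides; inconclusive = Compound likely fluorescent itself, or too few beads counted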
Avidin fluor = green autofluorescence of compounds with avidin beads – biophysical, 488/530 nm, flow cytometry, artefact control, profiling panel | compound fluorescence 488/530 nm; stronger effect = higher value | fluorescence (KMESF) at 10 µM | hit rate 0.38% among 220,000 | AID 1775, 2009; in the data active = fluorescence above about 47; also: inactives centre near 10
Starred values were filed as active, the others as inactive; ? = inconclusive; nt = not tested or not shown.

SMILES | Cdc42 wt | ABCG2 inh | Pf gametocyte | Rab2A wt mod | Rac1 wt GTP bind | HRas wt GTP bind | GSH bead fluor | ABCB1 inh | Rab7 wt GTP bind | Rac1 act GTP bind | Avidin fluor
COc1ccc(CNC(=O)c2nnn(Cc3ccc(OC)cc3)c2N)cc1 | 99.0 | 0.0 | nt | 103.0 | 105.0 | 100.0 | 15 | 0.0 | 98.0 | 99.0 | 24
COc1ccc(NC(=S)NNC(=O)OC(C)(C)C)cc1OC | 95.0 | -6.8 | nt | 97.0 | 96.0 | 97.0 | 11 | -6.0 | 96.0 | 98.0 | 10
Cc1ccc(N2CC(C(=O)OCc3ccccc3F)CC2=O)cc1 (stereo not given) | 97.0 | 2.2 | -11.4 | 97.0 | 98.0 | 99.0 | 30 | 0.2 | 99.0 | 96.0 | 8
C/C(=N\N1CCN(c2ccc(Cl)cc2)CC1)c1ccco1 | 103.0 | 6.0 | 9.4 | 104.0 | 106.0 | 105.0 | 21 | 0.7 | 106.0 | 103.0 | 4
O=C(COC(=O)C1CC2C=CC1C2)Nc1ccccc1 (stereo not given) | 101.0 | 1.7 | 17.1 | 102.0 | 102.0 | 101.0 | 9 | 0.4 | 100.0 | 103.0 | 6
COc1ccc(OC)c(-n2c(=S)[nH]c3cc(C(=O)NCCCN4CCCC4=O)ccc3c2=O)c1 | 101.0 | 2.0 | nt | 101.0 | 111.0 | 103.0 | 22 | 0.6 | 101.0 | 99.0 | 22
CCN(CC)C(=O)c1cn(CC)c(=O)c2cc(OC)c(OC)cc12 | 102.0 | 2.4 | 1.3 | 102.0 | 101.0 | 101.0 | 28 | 0.6 | 101.0 | 100.0 | 5
O=C(NCCc1ccccc1)c1nc(-c2cccs2)no1 | 92.0 | 27.8 | -16.9 | 95.0 | 96.0 | 95.0 | 17 | 1.1 | 105.0 | 90.0 | 12
COc1ccc(-c2cc(C(F)(F)F)nc(N3CCCCCC3)n2)cc1 | 98.0 | 1.9 | -8.6 | 100.0 | 97.0 | 100.0 | 11 | 0.1 | 100.0 | 96.0 | 25
CCSc1c(C(=O)NC)ccc2c1C(=O)c1ccccc1C2=O | 97.0 | 0.9 | nt | 97.0 | 100.0 | 97.0 | 19 | 0.5 | 99.0 | 97.0 | 5
Cc1ccc(C2(C)NC(=O)N(CCOc3ccccc3)C2=O)cc1 (stereo not given) | ? | 6.0 | nt | ? | ? | ? | 19 | 1.6 | ? | ? | 9
CC(C)(C)c1ccc(CN(Cc2ccccc2)C(c2ccccn2)c2nnnn2C(C)(C)C)cc1 (stereo not given) | 93.0 | 3.2 | nt | 94.0 | 95.0 | 96.0 | 10 | 0.9 | 94.0 | 93.0 | 37
O=C(CS(=O)(=O)c1ccccc1)Nc1nc(-c2ccc(F)cc2)cs1 | 97.0 | 1.3 | 11.4 | 99.0 | 95.0 | 96.0 | 7 | -0.2 | 98.0 | 98.0 | 22
Cn1c(=O)c2c(nc(CN3CCc4ccccc4C3)n2Cc2cccc(Cl)c2)n(C)c1=O | 103.0 | 0.8 | nt | 102.0 | 105.0 | 103.0 | 16 | 0.2 | 101.0 | 99.0 | 27
CCOC(=O)c1c(CCl)nc2ccccc2c1C | 100.0 | 0.7 | 4.9 | 99.0 | 98.0 | 99.0 | 15 | -0.3 | 95.0 | 96.0 | 13
O=c1oc(-c2cccs2)nc2sc3c(c12)CCCC3 | 103.0 | -1.9 | nt | 100.0 | 104.0 | 100.0 | 8 | -0.8 | 96.0 | 99.0 | 18
CC(C)CCNS(=O)(=O)c1ccc(-c2ccc(S(=O)(=O)NCCC(C)C)cc2)cc1 | 105.0 | 0.6 | -25.3 | 103.0 | 104.0 | 103.0 | 45 | 0.3 | 104.0 | 101.0 | 9
O=C(Nc1cccnc1)c1ccccc1F | 104.0 | 0.6 | 1.2 | 103.0 | 103.0 | 102.0 | 23 | 0.1 | 99.0 | 101.0 | 10
c1ccc(-c2nnc(SCc3cn4ccsc4n3)o2)cc1 | 102.0 | 1.2 | nt | 101.0 | 102.0 | 102.0 | 19 | 0.4 | 104.0 | 100.0 | 7
Cc1ccc(/C=N/NC(=O)CCCOc2ccc(Cl)cc2Cl)cc1[N+](=O)[O-] | 96.0 | 3.6 | nt | 93.0 | 97.0 | 96.0 | 29 | 0.4 | 95.0 | 94.0 | 10
COc1ccccc1NC(=O)Cn1c(CN2CCCCC2)nc2ccccc2c1=O | 97.0 | 4.2 | nt | 96.0 | 95.0 | 96.0 | 43 | 2.6 | 94.0 | 95.0 | 4
COc1ccnc(N2CCN(c3ccccc3)CC2)c1C#N | 103.0 | 6.8 | -12.6 | 102.0 | 105.0 | 104.0 | 19 | 0.9 | 104.0 | 98.0 | 26
Cc1ccc(C)c(OC2=NS(=O)(=O)c3ccccc32)c1 | 94.0 | 9.0 | -17.4 | 95.0 | 102.0 | 94.0 | 12 | 0.7 | 90.0 | 96.0 | 13
O=C(NCc1nc2ccccc2[nH]1)C1=C[C@@H](C2CCCCC2)C[C@@H](OCc2ccc(CO)cc2)O1 | 93.0 | 7.0 | nt | 95.0 | 95.0 | 96.0 | 20 | 2.6 | 102.0 | 94.0 | 5
Cc1cc(=O)oc(C)c1C(=O)NCCN1CCOCC1 | 101.0 | 3.2 | 11.1 | 100.0 | 103.0 | 102.0 | 7 | 0.8 | 103.0 | 96.0 | 12
CCOC(=O)c1sc2nc(CSc3ccccc3Cl)[nH]c(=O)c2c1C | 99.0 | 1.8 | 3.9 | 97.0 | 99.0 | 95.0 | 21 | -0.1 | 98.0 | 97.0 | 5
O=C(Nc1ccncc1)c1ccc2c(c1)C(=O)N(C1CCCCC1)C2=O | 103.0 | 0.6 | 15.2 | 102.0 | 100.0 | 102.0 | 19 | 0.5 | 98.0 | 98.0 | 7
CC(=O)c1cc(CN2CCN(C3CCCCC3)C(CCO)C2)cs1 (stereo not given) | 99.0 | 0.4 | 17.5 | 99.0 | 98.0 | 100.0 | 15 | 0.7 | 97.0 | 98.0 | 12
C/C(=N\NC(=S)NCc1ccccc1)c1ccc2ccccc2c1OC(F)F | 92.0 | 1.4 | 14.0 | 95.0 | 94.0 | 93.0 | 10 | -0.2 | 96.0 | 93.0 | 19
COc1ccccc1NC(=O)N1CCCC1C(=O)NCc1ccc(F)cc1 (stereo not given) | 105.0 | 0.7 | nt | 106.0 | 105.0 | 103.0 | 33 | -1.1 | 103.0 | 100.0 | 6
CSc1ccc(CN(C)CC(=O)Nc2c(F)cccc2F)cc1 | 96.0 | 3.1 | nt | 94.0 | 98.0 | 94.0 | 16 | 0.8 | 96.0 | 95.0 | 9
COc1ccc([C@H]2[C@H](C(=O)C(C)(C)C)N3N=Cc4ccccc4C3C23C(=O)OC(C)(C)OC3=O)cc1 (stereo not given in full) | 97.0 | 2.6 | nt | 99.0 | 102.0 | 101.0 | 17 | 0.7 | 99.0 | 98.0 | 16
N#CC1(Cc2ccc(Cl)cc2)c2ccccc2C=CN1C(=O)c1ccccc1 (stereo not given) | 100.0 | 2.0 | nt | 98.0 | 101.0 | 100.0 | 23 | 0.4 | 100.0 | 99.0 | 33
Nn1c(Cc2cccc3ccccc23)nnc1SCc1ccccc1Cl | 98.0 | 6.0 | nt | 94.0 | 100.0 | 97.0 | 10 | 1.2 | 102.0 | 96.0 | 5
CC(C)(C)c1ccc(C(=O)N2CCC(C(=O)NCCC3=CCCCC3)CC2)cc1 | 98.0 | 0.7 | nt | 98.0 | 98.0 | 98.0 | 9 | 0.1 | 97.0 | 97.0 | 9
Clc1ccc(CSC2=NCCCN2)cc1Cl | 101.0 | 0.4 | nt | 102.0 | 105.0 | 100.0 | 4 | 0.1 | 100.0 | 100.0 | 7
O=C(CCn1c(=O)sc2ccccc21)NCCCn1ccnc1 | 102.0 | -0.2 | nt | 98.0 | 100.0 | 101.0 | 19 | 0.3 | 96.0 | 97.0 | 6
C=C(C)CSc1nnc2n(N)c(=O)c3ccccc3n12 | 102.0 | 7.6 | -22.2 | 98.0 | 108.0 | 102.0 | 41 | 0.2 | 100.0 | 99.0 | 3
COCCCNc1oc(-c2ccccc2Cl)nc1C#N | 100.0 | 8.3 | 6.5 | 96.0 | 97.0 | 95.0 | 15 | 0.3 | 96.0 | 94.0 | 8
Cc1c(C(=O)OCC(=O)N2c3ccccc3CC2C)oc2ccccc12 (stereo not given) | 102.0 | 10.4 | nt | 98.0 | 102.0 | 100.0 | 11 | 0.9 | 102.0 | 98.0 | 95*
COC(=O)C1C2C=CC(C3CC23)C1C(=O)OCC(=O)c1ccc(OC)cc1 (stereo not given) | 100.0 | 15.3 | 1.3 | 100.0 | 105.0 | 101.0 | 32 | 1.3 | 98.0 | 102.0 | 11
Cc1cc(=O)oc2cc(OCC3CC(c4ccccc4)=NO3)ccc12 (stereo not given) | 100.0 | 42.0 | nt | 99.0 | 103.0 | 98.0 | 32 | 2.1 | 103.0 | 93.0 | 13

One compound at a time, from the list above. Screens in order: Cdc42 wt, ABCG2 inh, Pf gametocyte, Rab2A wt mod, Rac1 wt GTP bind, HRas wt GTP bind, GSH bead fluor, ABCB1 inh, Rab7 wt GTP bind, Rac1 act GTP bind, Avidin fluor
`CSc1ccc(CN(C)CC(=O)Nc2c(F)cccc2F)cc1` as listed: 96.0, 3.1, nt, 94.0, 98.0, 94.0, 16, 0.8, 96.0, 95.0, 9
`COCCCNc1oc(-c2ccccc2Cl)nc1C#N` as listed: 100.0, 8.3, 6.5, 96.0, 97.0, 95.0, 15, 0.3, 96.0, 94.0, 8
`COc1ccc([C@H]2[C@H](C(=O)C(C)(C)C)N3N=Cc4ccccc4C3C23C(=O)OC(C)(C)OC3=O)cc1` (stereo not given in full) as listed: 97.0, 2.6, nt, 99.0, 102.0, 101.0, 17, 0.7, 99.0, 98.0, 16
